Bioassay records: PubChem, The Scripps Research Institute Molecular Screening Center
MITF inh: blocks human microphthalmia-associated transcription factor. AlphaScreen MITF homodimerization, bead proximity signal. inhibition, % at 2.6 µM. actives 0.91% (n = 650,000). AID 1259374; in the data active = inhibition above about 50%;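 note: 0% = vehicle wells with protein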
Target sequence (O75030 whole entry, looked up): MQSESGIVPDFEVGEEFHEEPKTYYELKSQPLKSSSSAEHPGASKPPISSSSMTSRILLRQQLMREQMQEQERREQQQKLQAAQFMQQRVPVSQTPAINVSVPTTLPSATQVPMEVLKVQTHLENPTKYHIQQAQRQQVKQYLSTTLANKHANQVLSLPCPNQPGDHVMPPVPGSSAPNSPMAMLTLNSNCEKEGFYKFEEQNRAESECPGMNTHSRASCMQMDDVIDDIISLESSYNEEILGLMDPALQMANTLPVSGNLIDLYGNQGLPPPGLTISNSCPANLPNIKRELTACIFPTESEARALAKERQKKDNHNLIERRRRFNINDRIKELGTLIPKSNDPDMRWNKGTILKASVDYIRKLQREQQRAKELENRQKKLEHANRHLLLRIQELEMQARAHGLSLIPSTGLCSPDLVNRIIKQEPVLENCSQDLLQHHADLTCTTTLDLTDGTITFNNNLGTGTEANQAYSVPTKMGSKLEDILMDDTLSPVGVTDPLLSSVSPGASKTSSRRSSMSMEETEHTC
TEAD-YAP inh: TEAD-YAP interaction inhibition; HEK-TIYL cells, TEAD-Gal4/YAP UAS-luciferase luminescence; actives 1.4% (n = 640,000); inhibition, % at 9.12 µM; in the data active = inhibition above about 32%;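 note: 0% = median of test compound wells and 100% = reference inhibitor wells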
GPR151 ag: activators of human GPR151 | PathHunter beta-arrestin GPR151 cells, luminescence | activation, % at 11.2 µM | actives 1% (n = 650,000) | AID 1508602; in the data active = activation above about 4.9%;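 note: 0% = median of compound wells and 100% = cells with positive control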
Target sequence (Q8TDV0 whole entry, looked up): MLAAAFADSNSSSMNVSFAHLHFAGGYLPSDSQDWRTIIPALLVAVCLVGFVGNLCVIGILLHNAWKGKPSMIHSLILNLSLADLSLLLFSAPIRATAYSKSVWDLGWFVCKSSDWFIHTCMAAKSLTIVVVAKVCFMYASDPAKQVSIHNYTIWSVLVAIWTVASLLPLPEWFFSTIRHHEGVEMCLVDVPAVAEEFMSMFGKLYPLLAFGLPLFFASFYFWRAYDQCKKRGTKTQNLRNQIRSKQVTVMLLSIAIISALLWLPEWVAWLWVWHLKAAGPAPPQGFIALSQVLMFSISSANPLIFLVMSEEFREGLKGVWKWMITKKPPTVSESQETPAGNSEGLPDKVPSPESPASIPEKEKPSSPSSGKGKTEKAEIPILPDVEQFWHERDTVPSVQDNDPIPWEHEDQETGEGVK
FBW7 activator: human FBW7 E3 ligase activation, primary screen. normalized activity (activation), % at 26.1 µM. Q969H0. AlphaScreen FBW7–phospho-cyclin E peptide binding, activator screen. actives 0.13% (n = 650,000); in the data active = normalized activity above about 1.9%;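 note: purified mutant Fbw7 with reduced substrate affinity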
Starred values were filed as active, the others as inactive.

Letter code – A = MITF inh; B = TEAD-YAP inh; C = GPR151 ag; D = FBW7 activator
Fc1ccc(CSc2nnc(-c3cccnc3)o2)cc1
  A = -6 | B = 2 | C = 0.9 | D = -0.2

CNC(=O)c1nnc(-c2ccc3c(c2)OCO3)o1
  A = 7 | B = -9 | C = -3.8 | D = 0.3

Cc1ccc(C2=NS(=O)(=O)N(C)C(C(=O)Nc3cccc(O)c3)=C2)cc1
  A = 8 | B = 6 | C = -2.3 | D = -0.1

COCCN1C(=O)/C(=C/c2ccc(O)c(I)c2)SC1=S
  A = -2 | B = -3 | C = 0.0 | D = -0.1

COc1ccc(OC)c(-n2c(N)c(C(=O)NCC3CCCO3)c3nc4ccccc4nc32)c1 (centres undefined)
  A = -15 | B = -5 | C = -1.1 | D = 0.1

O=C(Nc1ccc(Br)cc1)c1ccc2c(c1)C(=O)N(c1ccccc1-c1ccccc1)C2=O
  A = 7 | B = 7 | C = -0.5 | D = -0.1

C=CCNCC(=O)Nc1sc2c(c1C(=O)Nc1ccc(OC)cc1OC)CCC2
  A = 8 | B = 13 | C = -0.1 | D = 0.2

Cc1ccc(/C=N/NS(=O)(=O)c2ccc(Cl)cc2)o1
  A = 13 | B = -14 | C = 0.8 | D = 0.0

Cc1ccc(-n2cc(/C=C3/C(=O)NC(=O)N(CCc4ccccc4)C3=O)cn2)cc1
  A = 2 | B = -12 | C = 1.4 | D = -0.1

O=C(N/N=C/c1c[nH]c2c1ccc1ccccc12)c1ccccc1O
  A = 3 | B = -50 | C = 0.3 | D = 0.4

Clc1ccc(CNc2nc3nonc3nc2N2CCOCC2)s1
  A = 6 | B = -5 | C = -2.1 | D = 0.1

Cc1ccccc1C(=O)Nc1nnc(C(C)C)s1
  A = -8 | B = -29 | C = -1.8 | D = 0.0

CN(Cc1ccccc1)c1cc(-c2ccccn2)nc(-c2ccccn2)n1
  A = 79* | B = 40* | C = 3.3 | D = -1.0

O=C(Nc1cccc(C(F)(F)F)c1)c1ccc2ccccc2c1
  A = -5 | B = -44 | C = 2.1 | D = 0.1

Cc1ccc(-c2ccc(/C=N/N3C(=O)C4C(C3=O)C3C=CC4C34CC4)o2)c([N+](=O)[O-])c1 (centres undefined)
  A = 18 | B = -13 | C = -0.8 | D = 0.0

COCCOC(=O)C1=C(C)NC2=C(C(=O)CC(c3ccccc3)C2)C1c1cc2c(cc1[N+](=O)[O-])OCO2 (centres undefined)
  A = -12 | B = -1 | C = 1.3 | D = -0.2

CCn1c2ccccc2c2nnc(N/N=C/c3ccc(O)cc3O)nc21
  A = -13 | B = 3 | C = -0.1 | D = -0.1

CCOC(=O)c1ccccc1NC(=O)c1ccccc1NS(=O)(=O)c1ccc(C)cc1
  A = -12 | B = 3 | C = 0.5 | D = -0.2

Cc1cc(C)n(-c2nnc3n2N=C(c2ccccc2O)CS3)n1
  A = 12 | B = 15 | C = 3.3 | D = 0.2

Cc1ccc(NC(=O)c2cc(S(=O)(=O)N3CCC(C)CC3)ccc2F)cc1C
  A = 14 | B = -7 | C = 0.9 | D = -0.1

CCOC(=O)C(CC(=O)O)c1ccccc1 (centres undefined)
  A = 6 | B = 4 | C = -0.3 | D = 0.2

O=S(=O)(NCC1CCCCC1)c1ccc2c(c1)OCCO2
  A = 11 | B = -4 | C = -0.8 | D = 0.0

Cc1cccc(OCC(O)CN2CCN(C(=O)c3ccc(Br)cc3)CC2)c1 (centres undefined)
  A = 4 | B = 12 | C = 0.3 | D = 0.2

CCC(C)(C)C(=O)Nc1ccc(C(=O)OC)cc1
  A = 0 | B = -31 | C = -0.5 | D = 0.0

Cc1[nH]nc(C(=O)O)c1[N+](=O)[O-]
  A = 7 | B = 3 | C = 0.0 | D = 0.0

Cc1c(C(=O)NC(=S)Nc2nc(-c3ccc(Cl)cc3)cs2)oc2ccccc12
  A = -6 | B = 0 | C = 3.0 | D = 0.0

COc1cc(N=c2c([N+](=O)[O-])nn(-c3ccc(Cl)cc3)n2O)cc(OC)c1
  A = 36 | B = 13 | C = 2.6 | D = -0.1

O=C(OCC1CCCO1)c1cccc(C(F)(F)F)c1 (centres undefined)
  A = 4 | B = -2 | C = 1.2 | D = 0.0

O=C(c1cccn2c(=O)c3ccc(Cl)cc3nc12)N1CCc2ccccc2C1
  A = 3 | B = -3 | C = 0.0 | D = 0.3

O=C(Nc1ccccc1Oc1cccnc1)C1CCCN(Cc2ccc3c(c2)CCO3)C1 (centres undefined)
  A = 21 | B = -9 | C = -1.2 | D = 0.1

CCOc1ccc(-n2cc(C(=O)N3CC(C)CC(C)C3)c3cc(OC)c(OC)cc3c2=O)cc1 (centres undefined)
  A = 11 | B = -4 | C = 0.4 | D = 0.0

Cc1ccc(-c2csc(NC(=O)c3ccc(Cl)cc3)n2)cc1C
  A = 1 | B = 10 | C = 1.1 | D = 0.0

COc1cccc(CC(C)N2CCOc3ccc(CN4CCC(O)CC4)cc3C2)c1 (centres undefined)
  A = 6 | B = 3 | C = 0.8 | D = 0.9

COC(=O)CSC1=C(C#N)C(c2cccc(F)c2)CC(=O)N1 (centres undefined)
  A = 20 | B = 46* | C = 0.9 | D = 0.1

O=[N+]([O-])c1ccc2c(cnn2CN2CCN(S(=O)(=O)/C=C/c3ccccc3)CC2)c1
  A = 15 | B = 3 | C = 0.5 | D = 0.4

CC(=O)Cc1ccccc1OC(=O)c1ccc(Cl)cc1
  A = -2 | B = 5 | C = 1.6 | D = 0.0

CC(C)CN(CC(C)C)S(=O)(=O)c1ccc(CCN2C(=O)c3cccnc3C2=O)cc1
  A = 2 | B = 6 | C = 1.6 | D = 0.0

CCCCn1c(SCC(=O)Nc2nc(C)cs2)nnc1-c1ccoc1C
  A = 3 | B = 4 | C = 0.9 | D = -0.1

CC1Sc2cc(S(=O)(=O)NC3CCCc4ccccc43)ccc2NC1=O (centres undefined)
  A = -9 | B = -2 | C = 1.4 | D = 0.1

CC(=O)c1ccc(-c2ccc(/C=C3/C(=O)N(CC(C)O)C(=O)C(C#N)=C3C)o2)cc1 (centres undefined)
  A = 10 | B = -19 | C = -0.6 | D = -0.2

Cc1nc2cc(NC(=O)Nc3cccc([N+](=O)[O-])c3)ccc2n1C
  A = -7 | B = -50 | C = -5.1 | D = 0.1

COc1ccc(C2=NN(C(=O)CSc3nnc(CNC(=O)c4ccc(OC)c(OC)c4)n3C)C(c3ccc(C)cc3)C2)cc1 (centres undefined)
  A = 4 | B = 14 | C = -0.2 | D = 0.3

Cc1ccc(-c2nn3cnnc3c3ccccc23)cc1C
  A = 6 | B = -5 | C = -1.0 | D = 0.6

Cc1nc(-c2cncc(-c3cc4ccccc4s3)c2)cc(N2CCC(O)CC2)n1
  A = 11 | B = -25 | C = 1.0 | D = 0.4

CC(C)(C)C(=O)N1CCN(c2nc(-c3ccc(Cl)cc3)cs2)CC1
  A = -1 | B = 0 | C = 1.6 | D = -0.1

O=C1CC2(CCN(C(=O)c3c(F)cccc3Cl)CC2)Oc2ccccc21
  A = -3 | B = 6 | C = 0.5 | D = 0.0

CCC(=O)N1CCN(c2ccc(Cl)cc2N)CC1
  A = -2 | B = -1 | C = 0.7 | D = 0.1

CC1(C(=O)NNC(=O)C23CC4CC(CC(C4)C2)C3)CC1(Cl)Cl (centres undefined)
  A = 2 | B = -9 | C = -0.6 | D = 0.0

COC(=O)Cc1c(-c2ccccc2)c2cc(C)ccc2[nH]c1=O
  A = 7 | B = 2 | C = -0.3 | D = -0.1

CCn1nc(C)c(NC(=O)c2ncoc2-c2ccc(F)cc2)c1C
  A = 17 | B = 5 | C = -0.5 | D = 0.1

Next part, starting with the last two of the part before.
Letter code – A = MITF inh; B = TEAD-YAP inh; C = GPR151 ag; D = FBW7 activator
COC(=O)Cc1c(-c2ccccc2)c2cc(C)ccc2[nH]c1=O
  A = 7 | B = 2 | C = -0.3 | D = -0.1

CCn1nc(C)c(NC(=O)c2ncoc2-c2ccc(F)cc2)c1C
  A = 17 | B = 5 | C = -0.5 | D = 0.1

CN(C)S(=O)(=O)c1ccc(N2CCCC2)c(C(=O)N2CCc3ccccc32)c1
  A = 0 | B = 4 | C = 0.8 | D = 0.1

Cc1cc(C)c2c(n1)nn1c(C)c(CCC(=O)Nc3ccc(C)c(F)c3)c(C)nc21
  A = -2 | B = 4 | C = 0.2 | D = -0.1

CCOc1ccc(C2/C(=C(\O)c3ccc(Cl)cc3)C(=O)C(=O)N2c2nc(C)c(C(=O)OC)s2)cc1OC (centres undefined)
  A = 16 | B = 4 | C = 0.3 | D = -0.1

COc1ccccc1NC(C)C(=O)N/N=C/c1cc(OC)c(OC)c(OC)c1 (centres undefined)
  A = 8 | B = 10 | C = -1.1 | D = 0.1

CCC1CN(Cc2ccc(OC)cc2O)Cc2cc(OC)ccc2O1 (centres undefined)
  A = -5 | B = -2 | C = -0.7 | D = -0.2

Cc1ccc(Cn2nnc3c(=O)n(CC(=O)NC4CCCC4)cnc32)cc1
  A = 3 | B = 3 | C = 0.4 | D = 0.2

N#CC1=C(N)Oc2[nH]c(=O)[nH]c(=O)c2C1c1ccccc1[N+](=O)[O-] (centres undefined)
  A = -8 | B = -2 | C = -0.7 | D = -1.1

COC(=O)c1c(O)ccc(Oc2ccccc2)c1C(=O)OC
  A = 14 | B = 1 | C = -1.2 | D = 0.2

CCOC(=O)N1CCN(c2c(NC3CCN(Cc4ccccc4)CC3)c(=O)c2=O)CC1
  A = 4 | B = 4 | C = 1.1 | D = 0.0

O=C(O)CC(Br)C(=O)c1cccs1 (centres undefined)
  A = 8 | B = 3 | C = 0.4 | D = 0.1

CCN(Cc1ccncc1)Cc1ccc2c(c1)CN(C(=O)C1CC1(CC)CC)CCO2 (centres undefined)
  A = -5 | B = 15 | C = 0.5 | D = -0.1

Cc1ccc(C)c(Cc2c(C)nc3c(C(=O)NC(C)C)cnn3c2C)c1
  A = -3 | B = 6 | C = 1.4 | D = 0.0

Cc1ncc(CO)c2cc(C(=O)Nc3ccccc3)c(=O)oc12
  A = 11 | B = -9 | C = 2.3 | D = 0.2

CCCCC1=NN2C(=N)/C(=C/c3ccc(OCCOc4ccccc4)c(OCC)c3)C(=O)N=C2S1
  A = -11 | B = 15 | C = -0.1 | D = -0.3

COc1ccc(C2Nc3ccccc3NC3=C2C(=O)CC(c2ccccc2)C3)cc1OC (centres undefined)
  A = 57* | B = 3 | C = 1.1 | D = 0.0

CCOc1ccc(NCC(=O)Nc2ccc(F)cc2)cc1
  A = 68* | B = -27 | C = -0.3 | D = -0.1

Cc1cccc(NC(=O)/C(=C\c2ccc(O)cc2)NC(=O)c2ccccc2)c1
  A = 7 | B = -7 | C = 0.6 | D = -0.1

O=C(NC1CCCCC1)C1c2ccccc2Oc2ccccc21
  A = 4 | B = 17 | C = -0.3 | D = 0.6

CCOC(=O)N1CCN(C(=O)CN(c2ccccc2)S(=O)(=O)c2ccc(OCC)cc2)CC1
  A = 10 | B = -3 | C = -0.6 | D = -0.1

COc1cc(C2NC(=O)NC3=C2C(=O)N(CCO)C3)ccc1O (centres undefined)
  A = 9 | B = 2 | C = -1.1 | D = 0.1

N#Cc1c(NC(=O)CN2C(=O)CCC2=O)sc2c1CCCC2
  A = 13 | B = 0 | C = 1.4 | D = -0.1

Brc1cccc(CN2CCN(c3ccccn3)CC2)c1
  A = 49 | B = -1 | C = -0.6 | D = -0.1

Cc1ccccc1NC(=O)NCC1(c2ccc(F)cc2)CC1
  A = 14 | B = 0 | C = 2.7 | D = 0.2

COc1ccc(C2CC(C(F)(F)F)n3nc(C(=O)NC(C)(C)C)c(Cl)c3N2)cc1OC (centres undefined)
  A = 2 | B = 12 | C = 3.5 | D = -0.3

O=C(Nc1ccccc1OC(F)(F)F)c1cccs1
  A = 12 | B = -6 | C = -0.9 | D = 1.2

COC(=O)c1ccc(NC(=O)c2cccc(Cl)c2Cl)cc1
  A = 15 | B = -9 | C = 0.2 | D = 1.0

Cc1ccc2c(c1)N(C(=O)CCC(=O)N1CCC(C)CC1)CC(C)O2 (centres undefined)
  A = -5 | B = 4 | C = 0.6 | D = -0.1

COc1cc2ccccc2cc1C(=O)Nc1nc(-c2ccc(Br)cc2)cs1
  A = 0 | B = 4 | C = 0.0 | D = 0.3

COc1cc(C2C(C(=O)Nc3ccc(F)cc3F)=C(C)NC3=C2C(=O)CCC3)ccc1O (centres undefined)
  A = 14 | B = 9 | C = 2.0 | D = 0.0

CC(C)(C)c1ccc(CNc2ccccn2)cc1
  A = 18 | B = -38 | C = 0.4 | D = 0.6

C=CCOc1ccccc1CN1CCC(n2nccc2NC(=O)Cc2ccccc2)CC1
  A = 2 | B = 4 | C = 1.1 | D = 0.1

COc1ccc(-c2noc(CCC(=O)N3CCN(c4ccc(C(C)=O)cc4)CC3)n2)cc1
  A = 6 | B = -9 | C = -0.5 | D = 0.2

Cc1ccc(CSc2nc3ccccc3c(=O)n2-c2ccc(C(=O)N3CCOCC3)cc2)cc1
  A = -1 | B = -13 | C = 3.2 | D = -0.1

Copied from the list:
TEAD-YAP inh with COc1ccc(-c2noc(CCC(=O)N3CCN(c4ccc(C(C)=O)cc4)CC3)n2)cc1 : -9
GPR151 ag with C=CCOc1ccccc1CN1CCC(n2nccc2NC(=O)Cc2ccccc2)CC1 : 1.1
MITF inh with COc1cc(C2C(C(=O)Nc3ccc(F)cc3F)=C(C)NC3=C2C(=O)CCC3)ccc1O (centres undefined) : 14
GPR151 ag with COC(=O)c1ccc(NC(=O)c2cccc(Cl)c2Cl)cc1 : 0.2
TEAD-YAP inh with Cc1ccc(CSc2nc3ccccc3c(=O)n2-c2ccc(C(=O)N3CCOCC3)cc2)cc1 : -13
